Compound activity from PubChem BioAssay.
LmPK inh: inhibitors of Leishmania mexicana pyruvate kinase. Q27686. purified LmPK, Kinase-Glo ATP luminescence, 1 h. Potency, µM (series often up to 57.5 µM), inactives show top-dose activity change, negative = inhibition, actives largely listed as inhibitors. hit rate 0.37% among 290,000. AID 1721; also: potency is read from the fitted curve at half-maximal effect
Target sequence (Q27686 whole entry, looked up): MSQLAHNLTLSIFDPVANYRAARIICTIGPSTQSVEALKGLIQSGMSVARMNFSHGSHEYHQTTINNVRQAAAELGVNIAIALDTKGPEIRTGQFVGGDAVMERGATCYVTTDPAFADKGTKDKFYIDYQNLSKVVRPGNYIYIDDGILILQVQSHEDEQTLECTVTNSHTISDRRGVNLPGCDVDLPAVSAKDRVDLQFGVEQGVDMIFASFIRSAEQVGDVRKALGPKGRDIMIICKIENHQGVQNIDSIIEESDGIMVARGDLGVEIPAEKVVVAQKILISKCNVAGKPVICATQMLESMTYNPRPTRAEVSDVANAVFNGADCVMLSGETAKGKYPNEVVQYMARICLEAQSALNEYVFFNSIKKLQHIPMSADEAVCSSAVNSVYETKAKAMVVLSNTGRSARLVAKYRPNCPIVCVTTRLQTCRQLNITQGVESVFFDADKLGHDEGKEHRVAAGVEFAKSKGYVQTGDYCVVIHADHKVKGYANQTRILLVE
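In 50 mM imidazole pH 7.2 with 7 mM MgCl2, LmPK (0.1 nM) turned over PEP (0.5 mM) and ADP (0.1 mM) for 1 h at room temperature. Luciferase read-out of ATP.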
AmpC inh no detg: inhibitors of E. coli AmpC beta-lactamase without detergent | P00811 | AmpC nitrocefin hydrolysis, absorbance 480 nm, 0.0001% Triton | Potency, µM (highest dose often 57.1 µM), for the others: top-dose activity change, negative = inhibition, actives largely listed as inhibitors | hit rate 0.52% among 330,000 | AID 485341;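 also: potency is read from the fitted curve at half-maximal effect; plate controls were no compound for no effect and no enzyme for full effect; nearly all actives have a fitted effect of over 20% in size; some results filed as inactive show a strong effect at the top dose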
Target sequence (P00811 whole entry, looked up): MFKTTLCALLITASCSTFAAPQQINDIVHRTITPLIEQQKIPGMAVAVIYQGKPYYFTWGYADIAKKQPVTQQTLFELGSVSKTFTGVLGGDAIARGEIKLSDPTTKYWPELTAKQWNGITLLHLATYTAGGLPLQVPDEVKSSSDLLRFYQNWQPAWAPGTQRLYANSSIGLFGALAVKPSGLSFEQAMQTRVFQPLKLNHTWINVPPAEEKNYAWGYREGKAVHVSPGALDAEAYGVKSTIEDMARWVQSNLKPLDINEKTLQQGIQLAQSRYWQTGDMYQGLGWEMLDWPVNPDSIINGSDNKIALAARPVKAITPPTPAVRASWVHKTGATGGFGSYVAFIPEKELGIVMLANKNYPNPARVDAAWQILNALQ
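AmpC (5.3 nM in the dispensed reagent) in 20 mM phosphate pH 7.0 with 0.01% (detergent screen) or 0.0001% Triton X-100 was preincubated with compounds for 15 min at room temperature. Nitrocefin was then added from an 800 uM solution, and hydrolysis was followed at 480 nm.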
AMA1 RON2 block: AMA1-RON2 (P. falciparum) interaction inhibition; Potency, µM (titrated, usually from 58.2 µM), for the others: top-dose activity change, negative = inhibition, hits mostly inhibitors; AID 720542; AlphaScreen AMA1-biotinylated RON2 peptide binding; hit rate 0.2% among 360,000;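 also: potency is read from the fitted curve at half-maximal effect; 0% = vehicle wells and -100% = peptide control; nearly all actives have a fitted effect of over 45% in size; some results filed as inactive show a strong effect at the top dose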
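AMA1 (3D7) with his tag at 25 nM final met compounds first, then biotinylated RON2 peptide at 25 nM; detection used donor plus acceptor beads, 10 µg/mL apiece, read by AlphaScreen after 30 min at room temperature.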
HCMV inh: inhibitors of human cytomegalovirus. HFF cells, HCMV-luciferase reporter, 72 h; hits give low values. activity change, negative = inhibition, % at 57.5 µM. hit rate 4.5% among 410,000. AID 1259415; in the data active = activity change below about -60%; inconclusive = no clear call, values can overlap the other calls; inactive = above about -39%
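After 16 h attachment at 37C, HFF cells received test compound and HCMV-luciferase (1 PFU/cell); reporter luminescence read 72 h later, data normalized against buffer-only and known inhibitor Salinomycin.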
TbPYK inhibitor: T. brucei pyruvate kinase inhibition | Potency, µM (doses to about 76.8 µM), without a hit: top-dose activity, negative = inhibition, most hits filed as inhibitors | AID 624173 | TbPYK enzyme, Kinase-Glo Plus ATP luminescence, 45 min | hit rate 0.12% among 410,000; also: potency is read from the fitted curve at half-maximal effect; nearly all actives have a fitted effect of over 50% in size
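Screened from lowest to highest concentration, compounds were pinned into TbPYK/substrate mixtures, and ADP (130 uM final) was added. Plates sat at room temperature for 45 min prior to Kinase-Glo Plus detection by luminescence.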
AmpC detergent: AmpC beta-lactamase inhibition with detergent present | hit rate 0.041% among 370,000 | AmpC hydrolysis of nitrocefin, absorbance 480 nm, 0.01% Triton | Potency, µM (doses to about 114 µM), for inactives: at the top dose activity change, negative = inhibition, usual class: inhibitors | P00811 | AID 485294;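 also: potency is read from the fitted curve at half-maximal effect; 0% = no-compound wells and -100% = no-enzyme wells; nearly all actives have a fitted effect of over 25% in size; some results filed as inactive show a strong effect at the top dose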
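20 mM phosphate pH 7.0 + 0.01% (detergent screen) or 0.0001% Triton X-100; 5.3 nM AmpC reagent; cpd preinc 15 min RT; nitrocefin (800 uM stock) to start; A480 q20 s × 4 min; Activity was normalised to no-enzyme and no-compound control wells.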
HCV inh: inhibitors of hepatitis C virus infection | Huh7.5.1 HCVcc-Cre infection, luciferase reporter, 44 h | Potency, µM (doses to about 41.8 µM), for the others: at the highest dose activity change, negative = inhibition, hits mostly inhibitors | hit rate 3.4% among 340,000 | AID 651820; also: potency is read from the fitted curve at half-maximal effect
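Reporter virus HCVcc-Cre (~0.5 moi) infects cells exposed to compound; seeding density 1,000 cells/well with 4 h settling beforehand. Luminescence, 15 sec read, taken 44 h post-infection following a 15 min RT substrate incubation.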
* hit, by the source's call; ? = inconclusive; · = no result given; & = joins results of further samples; [ ] = dose if it differs, or a comment. Unless noted, calls follow the shape of the dose curve; as a rule, active = well fitted curve in the direction sought with a large enough effect; inconclusive = small, poorly fitted or top-dose-only effect, or another doubt; inactive = no such curve, though single readings can be large; an effect the other way counts as inactive or inconclusive. Unless noted, % is scaled to controls: 0 for no effect and ±100 for the full control effect. Compounds as they come. About 7.5% of those tested had a hit in this group.

SMILES | LmPK inh | AmpC inh no detg | AMA1 RON2 block | HCMV inh | TbPYK inhibitor | AmpC detergent | HCV inh
Cc1ccc(CSc2nnc(-c3ccncc3)o2)c(C)c1 | -2.9% | 58.5% | -11.6% | ? | 0.1% | ? | -10.3%
COCCn1c(C)cc(C(=O)CSc2nc3ccccc3c(=O)n2C(C)COC)c1C (stereo not drawn) | 3.4% | 165.2%[activator] | 7.5% | -66.0* | 2.2% | -7.3% | ?
Cc1cccc(Oc2cc([N+](=O)[O-])cc3c2C(=O)Nc2ccccc2O3)c1 | 2.1% | -22.9% | -13.4% | -33.1 | -4.0% | -8.5% | -61.0%
COc1ccc(NC(=O)N(C)C[C@H]2Oc3ccc(NC(=O)c4ccncc4)cc3C(=O)N([C@H](C)CO)C[C@@H]2C)cc1 | · | 4.0% | 4.6% | -18.7 | 1.6% | · | -12.9%
Cc1nc2c(C(=O)NCCc3ccccc3)c[nH]n2c(=O)c1Cc1ccccc1F | · | · | · | 18.5 | -3.5% | 19.6% | ·
CN1C[C@@H]2[C@@H]3C(=O)N(Cc4ccccc4)C(=O)[C@@H]3[C@](Cc3ccccc3)(C1=O)N2C(=O)c1ccc(C(F)(F)F)cc1 | · | · | -1.9% | 5.0 | -3.6% | · | 12.4%
COc1ccc2c(CC(=O)Nc3cccc(S(=O)(=O)N4CCOCC4)c3)coc2c1 | 1.5% | -59.7% | -3.3% | -26.6 | 3.5% | -0.6% | ?
COc1cc(NC(=O)c2onc(C)c2Cl)c(OC)cc1Cl | -0.3% | -5.9% | 3.5% | 17.8 | -0.2% | -2.1% | 8.7%
Cc1cc(C(=O)Nc2ccc3c(c2)OCCO3)c2ccccc2n1 | 0.1% | 2.4% | -8.3% | -13.9 | 1.6% | 1.5% | -21.7%
CCN(C[C@H]1N[C@@](Cc2ccccc2)(C(=O)OC)[C@H]2C(=O)N(Cc3ccccc3)C(=O)[C@@H]12)S(=O)(=O)c1ccc(F)cc1 | · | -3.5% | 3.7% | -12.7 | 4.5% | · | ?
COc1ccccc1C(=O)n1nc(-c2cccnc2)nc1NCc1ccccc1 | -1.0% | 142.6%[activator] | -28.8% | -6.9&-17.5 | -2.3%&1.7% | -5.7%&9.1% | ?
CC(C)NC(=O)c1sc2nc3c(c(-c4cccs4)c2c1N)CN(C)CC3 | -0.9% | -4.4% | -4.9% | -38.6 | -21.1% | -3.2% | -5.8%
CC(=O)Nc1ccc(N(C(=O)CNC(=O)c2ccco2)C(C(=O)NCc2ccco2)c2ccccc2)cc1 (stereo not drawn) | -1.8% | -5.7% | -19.9% | -28.1 | 5.9% | 6.4% | 9.5%
Cc1sc(-c2ccccn2)nc1OC(=O)c1cccc(Cl)c1Cl | 2.1% | -13.8% | 70.1%[activator] | ? | 4.4% | -13.5% | -14.5%
O=C(NCc1ccco1)c1cc2nc(C3CC3)cc(C(F)(F)F)n2n1 | 1.7% | -16.3% | -11.1% | 10.0 | -2.6% | ? | -15.6%

Results in HCV inh and TbPYK inhibitor (5 entries from above):
SMILES | HCV inh | TbPYK inhibitor
CC(C)NC(=O)c1sc2nc3c(c(-c4cccs4)c2c1N)CN(C)CC3 | -5.8% | -21.1%
CCN(C[C@H]1N[C@@](Cc2ccccc2)(C(=O)OC)[C@H]2C(=O)N(Cc3ccccc3)C(=O)[C@@H]12)S(=O)(=O)c1ccc(F)cc1 | ? | 4.5%
Cc1ccc(CSc2nnc(-c3ccncc3)o2)c(C)c1 | -10.3% | 0.1%
O=C(NCc1ccco1)c1cc2nc(C3CC3)cc(C(F)(F)F)n2n1 | -15.6% | -2.6%
Cc1cc(C(=O)Nc2ccc3c(c2)OCCO3)c2ccccc2n1 | -21.7% | 1.6%

Continued.
SMILES | LmPK inh | AmpC inh no detg | AMA1 RON2 block | HCMV inh | TbPYK inhibitor | AmpC detergent | HCV inh
COc1ccc(OC)c(C2=NOC(C(=O)NCc3cccs3)C2)c1 (stereo not drawn) | 0.3%[11.5 µM] | -42.1% | -0.9% | -2.6 | -2.2% | -0.5% | -3.6%
CCOC(=O)c1ccc(NC(=O)CC2C(=O)N(c3ccc(C)cc3)C(=O)N2C2CCCCC2)cc1 (stereo not drawn) | · | · | · | 10.1 | 1.9% | 4.2% | ·
CCCCN(C)CCCNC(=O)C1CCN(S(=O)(=O)CC)CC1 | · | · | · | 4.9 | -2.1% | 2.2% | ·
Cc1ccc(NC(=O)CN2CCN(CCN=CC3=C(O)CC(c4ccc(C)cc4)CC3=O)CC2)cc1 (stereo not drawn) | 0.8% | 165.3%[activator] | 33.2%[activator] | 2.3 | 2.1% | -8.3% | ?
CCc1ccc(N2C(=O)CC(c3cc(OC)ccc3OC)C3=C2COC3=O)cc1 (stereo not drawn) | · | · | · | 19.7 | 5.1% | -2.6% | ·
COc1cc(OC)cc(C(=O)Nc2nnc(-c3cccnc3)o2)c1 | -0.4% | 72.1%[activator] | 44.8%[activator] | -22.4 | 3.2% | ? | 21.2%
COc1ccccc1-c1nnc(NC(=O)c2ccc(S(=O)(=O)N3CCOCC3)cc2)o1 | 2.3% | -7.2% | 56.2%[activator] | 6.9 | -1.4% | -2.2% | 21.7%
COc1ccccc1C(=O)Nc1sc2c(c1C(=O)NCc1ccco1)CCCC2 | -0.2% | -12.8% | 21.3% | -19.3 | 3.7% | 1.4% | ?
CCN1C(=O)N(CC)C2C1N(C(C)=O)C(=O)N2C(C)=O (stereo not drawn) | -1.9% | -9.2% | -1.7% | -14.8 | 3.0% | -0.2% | 1.5%
Cc1sc2nc(COC(=O)C(NC(=O)c3ccc(Cl)cc3Cl)C(C)C)[nH]c(=O)c2c1C (stereo not drawn) | 3.0% | 1.5% | 35.1%[activator] | 35.0 | -6.5% | -3.1% | 30.3%[activator]
Cc1cc(C(F)(F)F)nn1CC(=O)NCc1ccccc1 | 13.0% | -0.9% | 5.2% | -37.7 | 6.1% | ? | -3.0%
Cc1ccc(-c2nc(-c3cc4c([nH]c3=O)CC(C)(C)CC4=O)sc2C)cc1 | · | · | · | -12.6 | 1.7% | 17.3% | ·
CCOC(=O)c1ccc(-c2ccc3c(c2)CCC3)nc1C | -4.1% | -14.3% | 14.9% | 157.7 | 2.5% | -3.6% | -18.5%
CN(C)S(=O)(=O)c1ccc(C(=O)NCCOc2ccc(F)cc2)cc1 | 2.0% | -7.1% | -7.6% | 140.9 | -2.1% | 1.3% | ?
Cc1nnc(NC(=O)CSc2nc(C(C)C)nc3sc(C)c(C)c23)s1 | 4.2% | 0.4% | -6.4% | 24.5 | -3.4% | ? | -4.1%
N#Cc1ccc(CSc2nnc3[nH]c(=O)cc(N)n23)cc1 | 4.1% | -22.0% | 10.6% | -34.1 | 4.2% | -5.0% | 24.5%
Cc1nc(C(=O)NNC(=O)Nc2ccc(Cl)cc2)cs1 | -2.3% | -21.7% | 103.2%[activator] | 12.2 | 1.1% | 2.2% | 17.7%
NC(=O)c1ccc(N2CCN(c3ccccc3O)CC2)c([N+](=O)[O-])c1 | 2.2% | -28.4% | -15.7% | -20.8 | -12.4% | -8.3% | -10.0%
CCCCCCn1c(=O)n2n(c1=O)[C@@H]1CN(S(=O)(=O)c3ccc(C)cc3)C[C@]1(O)[C@@H](OC(=O)Nc1c(C)noc1C)C2 | · | · | -5.2% | 23.6 | 0.3% | · | ·
COC(=O)[C@@]1(Sc2ccc(C)cc2)CC(=O)N(C(=O)CCc2ccccc2)[C@@H]1c1ccccc1 | · | · | 0.8% | -5.3 | -7.5% | · | ·
CNC[C@@H](Cc1ccccc1)NC[C@@H](CC1CCCCC1)NCCCc1ccccc1 | 0.2% | 125.3%[activator] | 119.5%[activator] | -100.5* | 3.2% | ? | ?
O=C(NCCN1CCCCC1)c1ccc2c(c1)OCCO2 | -0.8% | -5.3% | 6.3% | 57.8 | 7.0% | ? | 5.8%
CCC1CCCCN1CCNC(=O)C1CCN(S(=O)(=O)c2cccc3nsnc23)CC1 (stereo not drawn) | 3.8% | -7.5% | 6.6% | -14.0 | -2.6% | -4.3% | 2.9%
CCc1nnc(NC(=O)Nc2ccccc2OC)s1 | 0.6% | -24.0% | -7.0% | 51.2 | -22.9% | ? | ?
COC(=O)C1CCN(CC(=O)Nc2cc(Cl)ccc2OC)CC1 | 8.0% | 21.6% | · | · | · | 3.6% | ·
Cc1ccc(NC(=O)c2ccc(OC(=S)N3CCOCC3)cc2)cc1 | 0.0% | -11.1% | -1.1% | -10.1 | 0.9% | 1.9% | ?
CCOc1ccc(C(=O)Nc2ccc(S(=O)(=O)NCC3CCCO3)cc2)cc1OCC (stereo not drawn) | -4.3% | 7.2% | 2.2% | 104.8 | 2.0% | 3.6% | ?
COc1ccc(N2CCN(c3nc4c(C)cccn4c(=O)c3/C=C(\C#N)C(N)=O)CC2)cc1 | 5.2% | 73.6%[activator] | ? | -21.5 | 3.0% | -3.2% | -23.5%
Cc1cc(C)cc(C(=O)NCC(=O)OCC(=O)NC2CC2)c1 | · | -22.4% | -0.1% | ? | -9.2% | · | 5.9%
c1ccc(-c2csc(Nc3ncccn3)n2)cc1 | -13.8% | -4.2% | -4.5% | 81.6 | 2.1% | -2.8% | -0.7%
COc1ccc(-c2nnc(SCC(=O)N3CCCC3)o2)cc1 | -0.5% | -5.3% | 5.7% | 41.4 | 5.0% | -16.8% | 3.8%
COc1cccc(/C=C2\C(=O)C(=O)c3ccccc32)c1 | 0.1% | -24.0% | -11.2% | 109.2 | ? | ? | -19.9%
Cc1nnc(SCc2ccccc2)nc1/C=C/NOCc1ccc(Cl)cc1Cl | 4.2% | -21.3% | ? | -15.1 | -3.8% | -4.9% | -4.4%
Cc1ccc(C)c(N2CCN(C(=O)CCc3nc(-c4ccc(Br)cc4)no3)CC2)c1 | · | 1.7% | 2.9% | 27.4 | -3.2% | · | 10.5%
N/C(=N\OC(=O)CSc1ccccc1)c1ccncc1 | 0.8% | -3.4% | 1.4% | 126.4 | -0.6% | -4.8% | 0.2%
COC(=O)CNC(c1ccccc1)c1cc(Cl)ccc1NC(=O)c1cccc(Cl)c1 (stereo not drawn) | 1.9% | -7.6% | -8.5% | 31.1 | -4.1% | -0.3% | -25.5%
Cn1c(=O)[nH]c(=O)c2c1nc(N1CCNCC1)n2Cc1ccccc1 | 4.5% | -5.3% | 10.8% | 19.5 | 2.9% | -1.5% | 20.6%
